# Assay outcomes: PubChem, National Center for Advancing Translational Sciences (NCATS)
# ASM inhibitor = human S-ASM enzyme inhibition | P17405 | placental ASM, HMU-PC fluorogenic substrate, 60 min | Potency, µM (highest dose often 57.5 µM), inactives show at the highest dose activity change, negative = inhibition, actives largely listed as inhibitors | actives 0.006% (n = 340,000) | AID 504937; note: potency is the fitted concentration of half-maximal effect
#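 HMU-PC0 cleavage (9 uM final) by human placental ASM, 60 min at 37 °C following 10 min compound exposure at RT; stopped at pH 10, fluorescence Ex 386/Em 447 nm.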
# Mito fusion act = blocks mitochondrial division or promotes mitochondrial fusion; S. cerevisiae fusion-defective mutant growth rescue, CellTiterGlo 48 h; Potency, µM (top dose mostly 46.1 µM), inactives show at the top dose growth rescue (activation), hits mostly activators; actives 0.23% (n = 320,000); AID 485298;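 note: potency is the fitted concentration of half-maximal effect; % of control where 0% means no effect; nearly all actives have a fitted effect of over 45% in size; temperature-sensitive fusion mutants such as fzo1-1 at 37 °C on non-fermentable ethanol glycerol medium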
#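 Yeast fusion mutant, YPEG (non-fermentable carbon), compound, 48 h at 37C non-permissive; CellTiterGlo added, 10 min RT, luminescence read. Rescued growth = division inhibition.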
# Menin MLL FP TR = menin-MLL binding inhibition, Texas Red mutant peptide; Menin + Texas Red MLL mutant peptide, fluorescence polarization; Potency, µM (doses to about 61.6 µM), without a hit: top-dose FP activity change, negative = inhibition, usual class: inhibitors; actives 0.23% (n = 270,000); active = well fitted inhibition curve with a large enough effect in the polarisation, with a control signal flat, not every such curve was filed as active; inconclusive = small, poorly fitted or top-dose-only effect, or effect the other way, or a change in a side signal; inactive = no such curve, though single readings can be large or run the other way; the % refers to the polarisation; note: potency is the fitted concentration of half-maximal effect; % of control where 0% means no effect; many of its hits are not listed in these tables
# MBNL1 CUG block = inhibitors of human MBNL1 binding to CUG repeat RNA; TR-FRET MBNL1-His/biotin-(CUG)12 binding, 665/545 ratio; Potency, µM (doses to about 57.5 µM), inactives show at the highest dose activity change, negative = inhibition, actives largely listed as inhibitors; actives 0.036% (n = 280,000); AID 2675; active = well fitted inhibition curve with a large enough effect in the signal ratio, with a control signal flat, not every such curve was filed as active; inconclusive = small, poorly fitted or top-dose-only effect, or effect the other way, or a change in a side signal; inactive = no such curve, though single readings can be large or run the other way; the % refers to the signal ratio; note: potency is the fitted concentration of half-maximal effect; % is set by controls: 0 for no effect and ±100 for the full control effect
#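 His-tagged MBNL1 binding to biotinylated (CUG)12 RNA was measured by TR-FRET using terbium anti-His antibody (0.055 ng/ul final) and streptavidin-XL665 (5 nM final). Compounds were titrated 92 nM to 58 uM; 60 min at room temperature.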
# PKM2 activator = increases activity of human pyruvate kinase M2 | purified PKM2, Kinase-Glo ATP luminescence, activation; response scale: 0% is enzyme alone, no compound | Potency, µM (doses to about 57.5 µM), for the others: at the top dose activation, most hits filed as activators | actives 0.34% (n = 260,000) | AID 1631; note: potency is the fitted concentration of half-maximal effect; % is set by controls: 0 for no effect and ±100 for the full control effect; nearly all actives have a fitted effect of over 55% in size
#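 hPK-M2, >95% pure; 0.1 mM ADP / 0.5 mM PEP final; imidazole pH7.2 buffer w/ 7 mM MgCl2, 50 mM KCl; 1 h RT; Kinase-Glo lum. Intermediate enzyme activity for dual inhibitor/activator qHTS.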
# GALK inhibitor = galactokinase (human) inhibition; actives 0.007% (n = 270,000); Potency, µM (top dose mostly 57.5 µM), inactives show top-dose activity change, negative = inhibition, most hits filed as inhibitors; P51570; Purified GALK, Kinase-Glo residual ATP luminescence; note: potency is the fitted concentration of half-maximal effect; % is set by controls: 0 for no effect and ±100 for the full control effect
#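 Quantitative HTS: GALK 5 nM, ATP 35 uM, galactose 100 uM, 1 h room temperature, then luciferase-based ATP detection.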
# BCR signal inh = inhibitors of chronic active B-cell receptor signaling; ABC-DLBCL IkBa-CBG/CBR reporter, luminescence ratio, 4 h; Potency, µM (highest dose often 46.1 µM), for inactives: at the highest dose ratio change, negative = lower green/red ratio, actives largely listed as inhibitors; AID 493014; actives 0.05% (n = 340,000); active = well fitted inhibition curve with a large enough effect in the signal ratio, with a control signal flat, not every such curve was filed as active; inconclusive = small, poorly fitted or top-dose-only effect, or effect the other way, or a change in a side signal; the % refers to the signal ratio;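 note: potency is the fitted concentration of half-maximal effect; plate controls were basal doxycycline-induced cells for no effect and cells given 10 µM MG132 for full effect; MG132 reads +100%, hits lower the ratio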
#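 Concentration-response series (up to 46 uM) were applied to TMD8 dual-reporter cells for 4 h at 37C with doxycycline. Green/red ratio, after filter-overlap correction, defined %Activity; red signal alone was normalised to basal cells and zero luminescence.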
# Eya2 phos inh = inhibitors of human Eya2 phosphatase activity; actives 0.006% (n = 330,000); Potency, µM (highest dose often 76.9 µM), for inactives: at the top dose activity, negative = inhibition, actives largely listed as inhibitors; recombinant Eya2, OMFP fluorescence dephosphorylation (OMFP is methylfluorescein phosphate); note: potency is the fitted concentration of half-maximal effect; % is set by controls: 0 for no effect and ±100 for the full control effect
#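 Eya2 protein (added as 0.2 uM solution) was preincubated with compound for 10 min at ambient temperature in 50 mM HEPES pH 7.5, 50 mM NaCl, 5 uM MgCl2, 0.05% BSA, 1 mM DTT. OMFP (added at 50 uM) then reacted 10 min; fluorescence read at 485/525 nm.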
# USP2a block = USP2a (human) protease inhibition. USP2 core, Ub-CHOP2 coupled fluorogenic reporter, 485/531. Potency, µM (series often up to 38.3 µM), for the others: at the highest dose activity change, negative = inhibition, hits mostly inhibitors. actives 0.01% (n = 330,000). AID 463254;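 note: potency is the fitted concentration of half-maximal effect; plate controls were DMSO wells for no effect and full inhibition by NEM control for full effect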
#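 Deubiquitinase activity read as fluorescence (485/531 nm) after Ub-CHOP2 cleavage activates the enterokinase reporter on its substrate; USP2 core 10nM, Ub-CHOP2 and substrate 25nM each, 30min compound preincubation then 60min RT; data normalized to NEM, curves fitted.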
# KCNH2 WT inh = blocks the wildtype human KCNH2 potassium channel; Q12809; U2OS, BacMam KCNH2, thallium flux FluxOr; hits give low values; activity change, % at 1.84 µM; actives 0.37% (n = 340,000); AID 720551;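 active = maximum activity change below -70%; inconclusive = maximum activity change between -70% and -50%; inactive = maximum activity change above -50%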; note: % is set by controls: 0 for no effect and ±100 for the full control effect
# Target sequence (Q12809 whole entry, looked up): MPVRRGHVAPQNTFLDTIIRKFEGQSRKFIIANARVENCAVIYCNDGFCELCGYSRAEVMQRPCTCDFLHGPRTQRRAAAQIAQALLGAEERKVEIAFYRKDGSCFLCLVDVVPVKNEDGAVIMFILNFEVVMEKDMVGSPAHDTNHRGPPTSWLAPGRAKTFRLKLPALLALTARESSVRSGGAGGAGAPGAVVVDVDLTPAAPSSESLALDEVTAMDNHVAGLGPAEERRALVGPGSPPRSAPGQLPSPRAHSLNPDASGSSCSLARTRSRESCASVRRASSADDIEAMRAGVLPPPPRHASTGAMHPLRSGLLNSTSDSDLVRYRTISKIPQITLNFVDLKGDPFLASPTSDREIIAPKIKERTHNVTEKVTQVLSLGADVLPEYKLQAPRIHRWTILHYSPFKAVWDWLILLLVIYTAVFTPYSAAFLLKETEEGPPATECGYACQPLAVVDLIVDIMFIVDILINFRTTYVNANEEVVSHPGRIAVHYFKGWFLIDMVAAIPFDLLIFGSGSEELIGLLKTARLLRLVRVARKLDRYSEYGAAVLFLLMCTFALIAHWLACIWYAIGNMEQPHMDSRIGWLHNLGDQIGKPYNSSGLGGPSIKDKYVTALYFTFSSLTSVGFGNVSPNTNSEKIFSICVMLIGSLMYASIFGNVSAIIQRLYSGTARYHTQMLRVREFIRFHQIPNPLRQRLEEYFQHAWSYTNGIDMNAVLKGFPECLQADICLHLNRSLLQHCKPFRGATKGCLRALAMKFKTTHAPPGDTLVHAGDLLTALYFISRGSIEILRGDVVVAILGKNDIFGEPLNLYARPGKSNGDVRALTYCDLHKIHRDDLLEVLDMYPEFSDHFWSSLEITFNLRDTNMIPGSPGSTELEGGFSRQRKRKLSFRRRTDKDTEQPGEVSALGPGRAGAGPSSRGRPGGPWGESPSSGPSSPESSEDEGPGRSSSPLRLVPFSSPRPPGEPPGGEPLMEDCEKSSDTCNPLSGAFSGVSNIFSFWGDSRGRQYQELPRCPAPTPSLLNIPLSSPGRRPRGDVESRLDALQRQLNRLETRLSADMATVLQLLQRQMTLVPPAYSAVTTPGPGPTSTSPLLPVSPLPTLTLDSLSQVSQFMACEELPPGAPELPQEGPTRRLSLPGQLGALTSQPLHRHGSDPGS
#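 U2OS cells transduced with wild-type KCNH2 virus are loaded with FluxOr dye for 45 min, and thallium flux is measured in kinetic reads before and after stimulation buffer. Rate constants are normalized to DMSO controls.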
# TSHR antagonist = human thyrotropin receptor antagonism. TSHR-expressing cells, TSH-stimulated cAMP HTRF, 2 h; hits give low values. AID 504810. activity change, negative = inhibition, % at 11.5 µM. actives 0.2% (n = 330,000);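 active = activity change below a set negative limit, meaning inhibition stronger than a set level, cut at about -70% in these data; inconclusive = activity change between two set negative limits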; note: % is set by controls: 0 for no effect and ±100 for the full control effect
#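 Cell-based HTRF cAMP assay; TSHR cells + compound, TSH EC80 (4nM final), 2 h, 37 deg C. Lysis with anti-cAMP cryptate and cAMP-d2, 30 min RT, read 665/620 nm.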
# * hit, by the source's call; i = inactive; ? = inconclusive; . = no result given; [ ] = another dose, or the depositor's remark. Unless noted, calls come from the whole dose curve; as a rule, active = well fitted curve in the direction sought with a large enough effect; inconclusive = small, poorly fitted or top-dose-only effect, or another doubt; inactive = no such curve, though single readings can be large; an effect the other way counts as inactive or inconclusive.
SMILES,ASM inhibitor,Mito fusion act,Menin MLL FP TR,MBNL1 CUG block,PKM2 activator,GALK inhibitor,BCR signal inh,Eya2 phos inh,USP2a block,KCNH2 WT inh,TSHR antagonist
Cc1onc(-c2ccccc2Cl)c1C(=O)OCn1nnc2ccccc2c1=O,-2.4%,9.3%,-1.3%,-2.8%,-13.9%,-0.2%,?,-11.3%,-1.2%,10.3,-9.1
CC1C(=O)C(C)C(c2cc(Cl)ccc2O)NC1c1cc(Cl)ccc1O (stereo not drawn),-14.1%,-75.9%[inhibitor],?,-2.8%,.,0.6%,?,-3.8%,0.1%,-1.8,1.8
CC(C)(C)C(=O)Cn1ncc(NC2CC2)c(Br)c1=O,2.0%,1.7%,5.2%,10.3%,-0.9%,0.7%,4.2%,1.6%,1.3%,-4.7,-4.8
COc1ccc(C2(CNC(=O)Cc3ccc(OC)c(OC)c3)CCOCC2)cc1,-0.4%,-3.4%,10.1%,-1.7%,0.7%,1.8%,-4.8%,0.8%,-0.7%,-0.4,6.9
O=c1c2sccc2nc(SCc2cc(=O)n3ccccc3n2)n1Cc1ccccn1,.,2.3%,-4.7%,8.0%,?,11.7%,-2.5%,-26.2%,1.1%,.,1.6
Cc1[nH]n(-c2ccccc2)c(=O)c1N=Nc1ccc2c(c1)OCO2,-1.8%,0.3%,2.0%,-4.6%,-0.6%,4.1%,-0.8%,-5.5%,1.7%,13.3,-9.3
O=C(Nc1ccn(Cc2cccc3ccccc23)n1)c1cccnc1,-2.0%,3.9%,7.8%,5.2%,-43.8%,1.0%,0.7%,8.6%,1.9%,-17.3,-7.2
O=S(=O)(Nc1nc2ccccc2nc1NCCN1CCOCC1)c1cccc(Cl)c1,-7.1%,9.2%,22.8%,2.0%,0.8%,0.1%,3.2%,9.4%,1.3%,3.3,-8.3
Cc1ccc(COC(=O)CCN=C2NS(=O)(=O)c3ccccc32)cc1,-1.4%,0.8%,.,.,.,.,2.7%,13.0%,-1.8%,-5.3,-1.8
CCOc1ccc(CCNS(=O)(=O)c2ccc3c(c2)NC(=O)CC(=O)N3)cc1OCC,-2.4%,5.8%,-0.1%,-8.3%,-1.0%,4.2%,5.3%,18.2%,-1.1%,.,-1.2
O=C(NNC(=O)C1CCCCC1)c1cnccn1,3.6%,2.4%,21.6%,5.8%,-0.5%,.,-10.0%,-13.8%,1.6%,-2.4,7.1
COC(=O)c1cc(S(=O)(=O)NCCc2cccc(C)c2)cn1C,0.6%,20.8%,.,-8.2%,.,5.8%,0.1%,-1.3%,2.1%,-15.3,15.2
CCc1nnc(NC(=O)C2CCCN2C(=O)NC2CCCCC2)s1 (stereo not drawn),4.7%,0.5%,-28.7%,3.5%,8.9%,-2.7%,-0.3%,11.2%,-1.3%,-7.3,8.1
CC(C)(C)C(=O)OCc1nc(-c2ccc(C(F)(F)F)cc2)cs1,29.4%,-0.3%,.,.,-0.2%,5.8%,5.4%,-13.1%,1.7%,12.5,-13.4
COC(=O)c1c(C)oc2ccc(OC(=O)N3CCOCC3)cc12,-0.8%,-2.2%,-4.8%,-8.6%,-3.7%,3.7%,?,-4.7%,2.2%,-7.8,15.3
CC(C)N(C(=O)COC(=O)CCC(=O)c1cccs1)c1ccccc1,-0.5%,.,.,.,.,.,0.7%,-21.7%,6.3%,0.9,.
CC(=O)Nc1ccc(S(=O)(=O)N2CCN(c3nnnn3-c3ccccc3)CC2)cc1,2.7%,0.2%,-1.4%,-4.7%,-2.7%,5.5%,2.5%,-12.2%,1.4%,-1.8,-3.7
COC(=O)c1c(Oc2nc(OC)cc(OC)n2)cccc1Oc1nc(OC)cc(OC)n1,-1.2%,19.5%,-19.7%,-12.9%,-6.9%,1.9%,1.9%,-1.6%,3.0%,-14.3,5.7
Cc1cc(Cl)ccc1C(=O)C1CCCN(C(=O)c2cccc(N3CCCC3=O)c2)C1 (stereo not drawn),-1.7%,14.4%,-20.1%,4.3%,.,0.5%,10.1%,-0.2%,-2.1%,5.8,-5.4
CC(C(=O)c1ccc(Br)cc1)[n+]1cccc2ccccc21 (stereo not drawn),4.0%,-5.8%,?,?,0.2%,2.3%,4.5%,3.3%,9.7%,-0.4,-5.4
CC(=O)Nc1ccc(NC(=O)CCn2cnnn2)cc1,-1.3%,-2.3%,-12.8%,-2.9%,.,0.1%,6.7%,12.5%,1.3%,-8.3,-1.9
O=C(O)c1cc(=O)c2c(Cl)cc(Cl)cc2[nH]1,13.0%,-10.0%,4.4%,.,.,.,.,1.2%,.,-1.5,-6.7
Cc1ccc(CN2CCN(Cc3ccon3)CC2CCO)cc1 (stereo not drawn),0.2%,4.7%,-7.2%,4.9%,-6.0%,10.0%,-10.6%,13.2%,0.3%,1.2,-6.4
CC(=O)N1c2ccc(S(=O)(=O)N3CCCC3C(=O)Nc3ccc(C)cc3)cc2CC1C (stereo not drawn),-2.7%,-27.8%,-5.4%,-3.3%,0.8%,.,10.9%,-0.1%,-0.3%,1.2,-12.3
COC(=O)C(Cc1ccc(O)cc1)NC(=O)CCC(=O)Nc1ccc(S(N)(=O)=O)cc1 (stereo not drawn),-3.0%,2.7%,7.0%,10.1%,-3.0%,5.7%,0.7%,-10.5%,2.6%,-9.8,31.2
CCn1c(NC(=O)Nc2cccc(C)c2C)cc2sccc21,15.0%,0.5%,-3.1%,21.2%,-0.3%,0.5%,14.1%,-3.4%,1.3%,-14.4,-6.1
COC(=O)c1[nH]c2cc(OC)ccc2c1NC(=O)CN1CCC(C(N)=O)CC1,0.2%,-0.4%,7.9%,14.2%,-4.8%,-1.8%,-1.4%,-6.0%,1.7%,-5.9,-3.4
COc1ccc(C(=O)N/N=C\c2coc3ccc(C)cc3c2=O)cc1,-0.5%,-4.7%,-15.4%,-1.7%,2.8%,-4.1%,-4.9%,7.1%,1.6%,1.2,-6.9
CC(=O)c1sc(C(C)(C)C)cc1NC(=O)CCC(=O)O,2.0%,0.0%,.,39.6%[activator],-3.3%,12.4%,-4.8%,-14.8%,-1.5%,0.3,-3.1
CCOc1ccc(NC(=O)CN(C)C(=O)c2c(C)noc2C)cc1OCC,0.5%,-4.4%,.,.,.,.,-2.6%,0.3%,0.6%,-9.3,-6.8
Cc1cc(C)nc(NC(=S)Nc2ccc(Br)cc2Cl)c1,-3.1%,9.4%,-22.8%,-13.1%,-14.3%,-0.9%,0.8%,-1.3%,4.6%,-10.5,-1.2
N#CCCn1cc(C(=O)Nc2ccc(C(=O)O)cc2)c(-c2cccs2)n1,4.7%,0.4%,1.5%,-11.5%,-5.6%,-1.9%,-0.9%,9.2%,0.1%,.,-1.7
Cc1c(NC(=O)C(C)N2C(=O)c3ccccc3C2=O)c(=O)n(-c2ccccc2)n1C (stereo not drawn),2.6%,2.7%,.,0.9%,-1.7%,0.8%,-24.2%,7.7%,2.4%,-1.5,7.2
COc1ccc2c(C#CCCO)c(-c3ccc(S(C)(=O)=O)cc3)sc2c1,i,.,.,.,.,.,?,-19.9%,-3.3%,-7.1,-3.4
CCOc1ccccc1OCCOCCN1CC(C)OC(C)C1 (stereo not drawn),0.6%,6.8%,-2.2%,1.0%,-0.1%,2.5%,?,-1.8%,1.3%,-4.6,1.4
CC(C)CNC(=O)COC(=O)c1c2c(nc3ccccc13)CCC2,-5.6%,1.2%,18.9%,2.2%,0.5%,0.3%,14.9%,1.1%,3.4%,-0.1,3.8
CCOC(=O)c1c(Cc2ccccc2)c[nH]c1C,4.9%,-4.5%,2.6%,-9.0%,0.8%,-2.8%,7.3%,3.7%,0.4%,6.9,1.1
CC1CN(C(=O)N2CCOCC2)CCN1C(=O)N1CCOCC1 (stereo not drawn),-0.2%,-3.6%,5.2%,2.8%,0.9%,0.6%,2.9%,-12.0%,1.1%,-2.7,4.2
O=C(NC1CCCCC1)C1CCN(S(=O)(=O)N2CCOCC2)CC1,2.9%,-1.4%,-6.9%,9.6%,2.7%,-1.2%,-0.2%,-1.1%,3.4%,-0.6,5.7
CC(C)(C)c1ccc(-c2nnc(SC3CCOC3=O)n2Cc2ccccc2)cc1 (stereo not drawn),-5.2%,26.5%,-14.9%,17.9%,3.4%,0.8%,-2.2%,-8.9%,-7.8%,4.2,-0.6
Cn1c(/C=N/c2nc3ccccc3[nH]2)nc2ccccc21,-1.8%,-4.8%,1.8%,-7.7%,13.6%,-6.3%,?,4.3%,3.8%,-0.6,14.3
COc1ccc2[nH]cc(/C=C/c3cc[n+](C)cc3)c2c1,?,-3.4%,-23.4%,?,.,.,?,9.9%,3.6%,-1.5,-40.2

# This is a subset; the hit share may differ from the screen's.
